Compound activity (PubChem)
HePTP inhibitor: inhibitors of human HePTP phosphatase, primary screen, biochemical, absorbance, leukemia target. Tyrosine-protein phosphatase non-receptor type 7 (Homo sapiens), P35236. recombinant HePTP phosphatase activity, OD absorbance. inhibition, % at 20 µM. hit rate 0.64% among 110,000. AID 521, 2006; in the data active = inhibition above about 50%;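 also: plate controls were vehicle for no effect and reference inhibitor for full effect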
Target sequence (P35236 whole entry, looked up): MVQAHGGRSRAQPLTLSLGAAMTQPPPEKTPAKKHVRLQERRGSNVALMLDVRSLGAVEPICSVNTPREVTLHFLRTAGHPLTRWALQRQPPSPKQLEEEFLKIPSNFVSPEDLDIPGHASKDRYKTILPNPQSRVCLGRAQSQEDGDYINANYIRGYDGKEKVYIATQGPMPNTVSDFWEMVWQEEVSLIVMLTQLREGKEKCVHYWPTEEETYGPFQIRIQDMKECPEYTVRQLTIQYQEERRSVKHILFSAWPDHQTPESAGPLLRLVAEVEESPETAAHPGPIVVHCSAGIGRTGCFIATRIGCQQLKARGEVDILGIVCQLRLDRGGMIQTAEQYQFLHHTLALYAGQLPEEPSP
BAP1 inh: inhibitors of BAP1 deubiquitinase, primary screen, biochemical, Ub-AMC fluorescence, kinetic; recombinant BAP1, Ub-AMC hydrolysis fluorescence kinetic; active compounds read low; activity remaining (% of control), % at 20 µM; hit rate 0.48% among 72,000; AID 436, 2006;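 active = activity remaining at or below 50% of control, provided the compound also passes the data quality filters; inactive = the rest, including low values that fail the filters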;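 also: 100% = DMSO wells rate and 0% = substrate alone blank rate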
Target sequence (Q92560 whole entry, looked up): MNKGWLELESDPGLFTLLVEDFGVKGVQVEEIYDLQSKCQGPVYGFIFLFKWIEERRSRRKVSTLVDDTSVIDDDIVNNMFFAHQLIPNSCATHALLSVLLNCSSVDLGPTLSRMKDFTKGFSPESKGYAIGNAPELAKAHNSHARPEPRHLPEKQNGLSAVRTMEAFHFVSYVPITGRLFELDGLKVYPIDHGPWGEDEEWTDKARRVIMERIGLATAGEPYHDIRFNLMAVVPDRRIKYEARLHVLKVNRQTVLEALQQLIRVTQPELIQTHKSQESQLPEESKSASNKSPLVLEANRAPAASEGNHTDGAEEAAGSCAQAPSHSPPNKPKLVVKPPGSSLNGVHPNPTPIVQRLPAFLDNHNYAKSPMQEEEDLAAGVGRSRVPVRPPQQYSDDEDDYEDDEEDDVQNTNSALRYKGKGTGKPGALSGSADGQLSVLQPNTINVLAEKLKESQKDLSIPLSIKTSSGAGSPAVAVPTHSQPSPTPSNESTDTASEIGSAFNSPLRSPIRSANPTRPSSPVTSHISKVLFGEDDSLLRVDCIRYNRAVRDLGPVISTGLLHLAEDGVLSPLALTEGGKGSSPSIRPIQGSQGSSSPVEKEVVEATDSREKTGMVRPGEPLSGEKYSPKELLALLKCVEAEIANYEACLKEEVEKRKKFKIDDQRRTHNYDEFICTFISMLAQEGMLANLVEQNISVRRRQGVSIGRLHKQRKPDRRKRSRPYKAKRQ
Numbers without * were called inactive; / = not tested or not shown; & = joins results of further samples.

Screens in order: HePTP inhibitor | BAP1 inh
CC(C)c1ccc(N2C(=O)NC(=O)/C(=C/c3ccc(I)o3)C2=O)cc1
→ 32 | /
COC(=O)c1ccc(C)c(NC(=O)C2COc3ccccc3O2)c1 (stereo not given)
→ 3 | 99
Cc1occc1-c1nnc(SCC(=O)c2ccc(Cl)cc2)n1CC1CCCO1 (stereo not given)
→ 2 | 90
Cc1cc(C)cc(N2C(=O)NC(=O)/C(=C\c3ccc(C(=O)O)cc3)C2=O)c1
→ -6 | /
CCOC(=O)c1[nH]c2ccc(OC)cc2c1NC(C)=O
→ -6 | 89
COC(=O)C(C)NC(=O)C(C)NC(=O)OCc1ccccc1 (stereo not given)
→ 4 | 84
COc1ccc(-c2cc(C(=O)Nc3c(C)nn(Cc4ccccc4)c3C)no2)cc1
→ 3 | 63
O=c1[nH]cnc2[nH]ncc12
→ / | 93
Cc1ccc(C)c(-c2nn(-c3cc(N4CCCC4)ccc3[N+](=O)[O-])c(=O)c3ccccc23)c1
→ -2 | /
Cn1c(=O)c2c(nc(N3CCCCC3)n2CCSc2nc3ccccc3s2)n(C)c1=O
→ -9 | 95
O=C(NC(=S)Nc1ccc2c(c1)-c1ccccc1C2)c1ccccc1
→ -6 | /
CCCOc1ccc(-c2csc(NC(=O)c3ccc(S(=O)(=O)N4CCCCC4)cc3)n2)cc1
→ / | 308
O=C(c1ccco1)N1CCN(C(=O)c2cccc3c2C(=O)N(C2CCCCC2)C3)CC1
→ 4 | 101
CCOc1cc(/C=N/n2c(C)nnc2C)ccc1O
→ -8 | /
COc1cccc(C2CC(c3cccc(C)c3)n3ncnc3N2)c1 (stereo not given)
→ -3 | 94
O=C(Cc1c(C(=O)O)[nH]c2ccccc12)NC1CCN(Cc2ccccc2)CC1
→ 2 | /
Cn1cc(/C=C2/SC(=S)N(c3cccc(Cl)c3)C2=O)c2ccccc21
→ -6 | /
CCOC(=O)N1CC=C2C(C#N)=C(N)C(C#N)(C#N)[C@H](c3ccsc3)[C@H]2C1
→ 4 | 100
CCOc1ccc(-c2nnc(-c3cccs3)o2)cc1OCC
→ 4 | 275
CSc1nc(-c2ccco2)nn1S(=O)(=O)c1ccc(C)cc1
→ -1 | 83
CCN1C(=O)/C(=C\c2ccc(-c3ccc(C)c(Cl)c3)o2)SC1=S
→ -2 | /
C=CCN1C(=O)/C(=C\c2ccc(-c3ccc([N+](=O)[O-])cc3)o2)SC1=S
→ -15 | /
O=C(CNC(=O)c1ccccc1F)NC1CC1
→ -8 | 94
O=C1N=c2ccc(Br)cc2=C1c1sc(=O)n(-c2cccc(Cl)c2)c1S
→ 8 | /
CCOC(=O)c1ccc(NC(=O)CN(c2cccc([N+](=O)[O-])c2)S(=O)(=O)c2ccccc2)cc1
→ -6 | /
Cc1cc(OCCCCn2ccnc2)cc(C)c1Cl
→ 5 | /
Cc1ccc(OCC(=O)Nc2nnn(C)n2)c(C)c1
→ -1 | 106
COC(=O)C1=C(N)Oc2cc(N(C)C)ccc2C1c1ccccc1OC (stereo not given)
→ -4 | 84
COc1ccc(Cl)cc1C(=O)Nc1ccc(I)cc1Cl
→ 1 | /
CCc1ccc(NC(=O)c2cc3n(n2)C(C(F)(F)F)CC(c2ccccc2)N3)cc1 (stereo not given)
→ / | 73
Fc1ccc(Br)cc1/C=N/n1cnnc1
→ 0 | 102
O=C(O)CSCCn1cccn1
→ 6 | 112
CS(=O)(=O)N1CCN(C(=O)c2cccs2)CC1
→ -8 | /
CCOC(=O)c1ccccc1NC(=O)Nc1ccc(OC)c(OC)c1
→ 3 | 60
COc1ccc(C2Nc3ccccc3C(=O)N2Cc2ccco2)cc1CSc1nc2ccccc2s1 (stereo not given)
→ -2 | /
O=C(CNC(=O)c1cccc(Cl)c1)N/N=C/C=C/c1ccccc1
→ -5 | /
Cn1c(=O)c2c(nc(SCC#N)n2C)n(C)c1=O
→ / | 104
COc1ccc(N=C2C(=O)Nc3ccccc32)cc1
→ 12 | 125
O=C(NCC1CCCO1)c1cccc(N2CCCC2=O)c1 (stereo not given)
→ 8 | 97
COc1ccc(C(=O)Nc2ccc3oc(-c4ccc(C)cc4)nc3c2)cc1[N+](=O)[O-]
→ / | 77
COc1ccc(-c2c(Cc3ccccc3)[nH]n3c(=O)c4c(nc23)CCC4)cc1
→ -13 | /
CC(=O)C1=C(O)C(=O)N(CCC(=O)O)C1c1cccc(F)c1 (stereo not given)
→ 11 | 97
O=C(c1cccs1)N1CCN(C2CCN(Cc3ccccc3)CC2)CC1
→ 6&5 | 108
NS(=O)(=O)c1ccc(CNC(=O)c2ccccc2Cl)cc1
→ -6 | /
C=CCn1c(SCC(=O)Nc2nc3ccccc3s2)nnc1-c1ccccc1O
→ 12 | 97
O=C(Nc1ccc2c(c1)OCO2)c1cnc2n(c1=O)CCS2
→ -1 | 97
Cc1cc(C)c(NC(=S)NC(NC(=O)c2ccccc2)C(Cl)(Cl)Cl)c(C)c1 (stereo not given)
→ 6 | /
CCn1c(N)c(C(=O)NCc2ccc3c(c2)OCO3)sc1=S
→ -2 | 80
O=C(/C=C/c1cccc([N+](=O)[O-])c1)Nc1cccc(F)c1
→ -1 | /
CCOc1cc(OCC)cc(C(=O)Nc2ccc(Cl)c(NC(=O)c3ccco3)c2)c1
→ -12 | /
CCN(CC)S(=O)(=O)c1cc(C(N)=O)ccc1Cl
→ 9 | /
CCC(=O)Nc1c(C)c(CC)nc2ccccc12
→ 12 | 109
O=C(O)C1CC(O)CN1C(=O)Oc1ccccc1 (stereo not given)
→ 105* | /
CCOc1ccc(/C=C/C(=O)c2cccc(Br)c2)cc1
→ 0 | /
O=c1[nH]c(N2CCc3ccccc32)nc2c1CCCC2
→ 4 | 66
Cc1nc(C)c(C(=O)C2=C(O)C(=O)N(CCN3CCOCC3)C2c2ccco2)s1 (stereo not given)
→ 5 | 90
CCOC(=O)C1CCN(C(=O)CCn2c(=O)[nH]c3ccsc3c2=O)CC1
→ 3 | /
CC(C)NC(=O)CN(C(=O)CCC(=O)Nc1ccccn1)c1ccc(F)c(Cl)c1
→ 6 | 104
CCCCC(=O)C1CCN(Cc2ccccc2)CC1
→ 6 | 99
CCN(CC)C(=O)c1sc(NC(=O)c2ccc(F)cc2)c(C(=O)OC(C)C)c1C
→ 0 | /

Continuation.
SMILES | HePTP inhibitor | BAP1 inh
Cc1cccc(NC(=O)COc2nsnc2N2CCOCC2)c1 | -7 | 92
Cn1c(N)c(C(=O)NCc2ccccc2Cl)sc1=S | -10 | 71
CCOC(=O)C1(Cc2ccc(O)cc2)NC(c2ccco2)C2C(=O)N(c3ccccc3F)C(=O)C21 (stereo not given) | 14 | 101
O=C(Nc1nccs1)c1ccc2c(c1)OCO2 | -7 | /
COc1cc(/C=C2\C=C(c3ccc(Br)cc3)OC2=O)ccc1OC(C)=O | 5 | /
CSc1ccc(C2Nc3ccccc3NC3=C2C(=O)CC(c2ccc(Cl)cc2)C3)cc1 (stereo not given) | / | 62
O=C(Nc1ccc(S(=O)(=O)Nc2nccs2)cc1)c1cncc(Br)c1 | 2 | /
OC1(c2cccc(C(F)(F)F)c2)CCN(c2ncnc3c2[nH]c2ccc(F)cc23)CC1 | 4 | 93
Cc1ccc(C(=O)CSC2=C(C#N)C(c3ccco3)C3=C(CC(C)(C)CC3=O)N2)cc1 (stereo not given) | 12 | /
CC(C)NC(=O)C(=O)NN=C1CCCC1 | -6 | /
CCOC(=O)CNC(=O)C(CO)NC(=O)OCc1ccccc1 (stereo not given) | 5 | 131
CCNc1nc(NC(C)C)nc(N(C#N)Cc2ccccc2)n1 | 12 | 69
Cc1c(C(c2ccc(C(=O)O)cc2)c2c(C)n(C)n(-c3ccccc3)c2=O)c(=O)n(-c2ccccc2)n1C | -6 | /
Cc1ccc(NC(=O)CSc2nnc(C3CCCCC3)n2N)cc1F | 6 | 99
Nc1ccc2nc(SCc3nc4ccccc4[nH]3)sc2c1 | 12 | /
O=C(Nc1nc(-c2ccc(Br)cc2)cs1)c1ccc([N+](=O)[O-])cc1 | 1 | /

6 structures from above, arranged by formula weight, rising:
SMILES | HePTP inhibitor | BAP1 inh
CCNc1nc(NC(C)C)nc(N(C#N)Cc2ccccc2)n1 | 12 | 69
Nc1ccc2nc(SCc3nc4ccccc4[nH]3)sc2c1 | 12 | /
Cc1ccc(NC(=O)CSc2nnc(C3CCCCC3)n2N)cc1F | 6 | 99
O=C(Nc1nc(-c2ccc(Br)cc2)cs1)c1ccc([N+](=O)[O-])cc1 | 1 | /
OC1(c2cccc(C(F)(F)F)c2)CCN(c2ncnc3c2[nH]c2ccc(F)cc23)CC1 | 4 | 93
Cc1ccc(C(=O)CSC2=C(C#N)C(c3ccco3)C3=C(CC(C)(C)CC3=O)N2)cc1 (stereo not given) | 12 | /

Next entries follow:
SMILES | HePTP inhibitor | BAP1 inh
O=C(Nc1ccc(Cl)c(C(F)(F)F)c1)c1cccc(Br)c1 | -14 | /
Cc1ccc(NC(=O)C2CCCN(S(=O)(=O)c3cnc[nH]3)C2)cc1C (stereo not given) | 14 | 96
COc1ccc(C(c2sc3nc(C)nn3c2O)N2CCN(CCO)CC2)cc1OC (stereo not given) | -6 | 83
Cc1ccc(/C=C2/SC(=S)N(CCC(=O)O)C2=O)o1 | -2 | /
CCOc1ccc(C(=O)Nc2ccc(OC)c3ccccc23)cc1 | / | 90
COc1ccc(CN2CC(C(=O)NCCCN3CCOCC3)CC2=O)cc1 (stereo not given) | -6 | 80
N#C/C(=C/c1ccccc1)C(=O)Nc1ccc(Cl)c(Cl)c1 | -15 | /
CN1/C(=C\C=N\Nc2ccc([N+](=O)[O-])cc2)C(C)(C)c2ccccc21 | -14 | /
CCNC(=O)CCC(=O)Nc1cc(Cl)ccc1C | 12&-2 | 96
Nc1ncn(-c2ccc(Cl)cc2)c1C(=O)c1ccc([N+](=O)[O-])cc1 | 9 | /
CCN(C(=O)c1cccc([N+](=O)[O-])c1C)C1CCCCC1 | 8 | /
C(=Nc1ccc(-c2nnc(-c3ccccc3)o2)cc1)c1c2ccccc2cc2ccccc12 | 10 | /
O=S(=O)(c1ccc(Br)c2ccccc12)N1CCOCC1 | 6 | /
CC1CN(S(=O)(=O)c2ccc(C(=O)Nc3nnc(-c4ccc5c(c4)CCCC5)o3)cc2)CC(C)O1 (stereo not given) | -1 | 110
Cc1cc(O)c(C(C)C)cc1NC1=NS(=O)(=O)c2ccccc21 | 8 | 58
O=C(c1ccc(=O)oc1)N1CCOCC1 | / | 139
COc1ccc(OCC(=O)N2c3ccccc3Sc3ccc(Cl)cc32)cc1 | 4 | /
Cc1ccc(C(=O)C2=C(O)C(=O)N(CCN3CCOCC3)C2c2ccccn2)o1 (stereo not given) | -2 | 77
CCc1cc2c(=O)c(-c3nc4ccccc4n3C)coc2c(CN2CCOCC2)c1O | 5 | 76
CSc1nsc(SCc2ccc(F)cc2)n1 | 14 | 79
COc1cc(C=O)cc(Br)c1OCCOc1ccc(C)c(C)c1 | -13 | /
CC(C)C(=O)N(Cc1cc2ccccc2[nH]c1=O)C(C)C | 5 | 100
CC12COC3(C(=O)Nc4cccnc4)CC1CCC32C (stereo not given) | -10 | /
O=C(O)c1cn(-c2ccccc2)nc1-c1ccc(Br)cc1 | -5 | /
O=C(COc1cccc2ccccc12)NCc1cccnc1 | -6 | /
O=C1COc2ccc(OCc3ccc(F)cc3)cc21 | 9 | 78
Cn1c(=O)c2c(nc(SCCN3CCOCC3)n2Cc2ccccc2)n(C)c1=O | / | 97
CC(C)(CNC(=O)c1cccs1)CNC(=O)c1cccs1 | -8 | 81
COc1ccc(C(c2nnnn2Cc2cccs2)N2CCN(c3ccc(F)cc3)CC2)cc1OC (stereo not given) | 8 | 77
CCOc1ccc(-c2cc(C)n3nc(C(=O)Nc4ccccc4C(=O)OC)cc3n2)cc1 | 14 | /
O=C(CCCn1c(=O)c2sccc2n(CC(=O)NCc2ccco2)c1=O)NCc1ccco1 | 8 | 98
O=C(O)CNC1=NCCCCC1 | 8 | 102
Cc1ccc(OCCOc2ccc(/C=N/n3cnnc3)cc2)cc1 | -6 | /
O=C(Nc1ccc2nn(-c3ccccc3)nc2c1)c1ccc2c(c1)OCCO2 | 4 | /
Cc1ccc2c(c1)nnn2C1CCN(C(=O)C2CCCCC2)CC1 | 4 | 106
CCC(C)c1c(O)nc(SCC(=O)Nc2nc3ccccc3s2)[nH]c1=O (stereo not given) | 2 | /
CC1CCCCC12NC(=O)N(CC(=O)NCCc1ccccn1)C2=O (stereo not given) | 3 | 109
O=S(=O)(c1cc(Cl)ccc1Br)n1nnc2ccccc21 | 3 | /
O=C1NC(=Nc2ccc(O)cc2)S/C1=C/C(Cl)=C/c1ccc([N+](=O)[O-])cc1 | -8 | /
COc1ccc(/C=C2\SC(=O)N(c3ccccc3OC)C2=O)cc1 | 7 | /
COc1ccc(C2C3=C(Nc4ncnn42)c2ccccc2CC3)cc1OC (stereo not given) | -1 | 100
O=C(CN1CCc2ccccc2C1)c1cccs1 | -1 | 144
N#CC1=C(N)Oc2cc(N)ccc2C1C1CC=CCC1 (stereo not given) | 10&-7 | 116
O=c1cc(CN2CCC3(CC2)OCCO3)c2c(ccc3ccccc32)o1 | -2 | 78
CC(=O)Nc1ccc(N2C(=O)/C(=C/c3ccc([N+](=O)[O-])cc3)C=C2c2ccccc2)cc1 | 9 | /
C/C(O)=C\C(N)=N/c1nc(C)cc(C)n1 | -9 | /
N#Cc1cc2c(nc1SCc1nc3ccccc3[nH]1)CCC2 | 9 | 95
O=C(c1nn2c(c1Br)NC(c1cccs1)CC2C(F)(F)F)N1CCOCC1 (stereo not given) | 2 | 94
CC(=O)Nc1ccc2nc(-c3ccccn3)[nH]c2c1 | 2 | 52
CCOc1cc(C(=O)NCCOC)ccc1OC | 7 | 69
CCOC(=O)N1CCN(C(=O)C(C)n2nc(C)n3c(cc4sccc43)c2=O)CC1 (stereo not given) | 2 | 85
N#C/C(=C\c1cn(CC(=O)Nc2ccccc2)c2ccccc12)c1nc2ccccc2[nH]1 | -23 | /
